Assay outcomes deposited in PubChem by National Center for Advancing Translational Sciences (NCATS).
PTAP TSG101 blk = blocks PTAP/TSG101 interaction to inhibit HIV-1 budding | Fluorescence polarization, FITC-PTAP peptide / Tsg101 binding | AID 493005 | Potency, µM (highest dose often 115 µM), for inactives: at the highest dose activity change, negative = inhibition, usual class: inhibitors | 340,000 tested, under 10 active | Q99816; active = well fitted inhibition curve with a large enough effect in the main read-out, with a control signal flat, not every such curve was filed as active; inconclusive = small, poorly fitted or top-dose-only effect, or effect the other way, or a change in a side signal; inactive = no such curve, though single readings can be large or run the other way; note: potency is the fitted concentration of half-maximal effect; % of control where 0% means no effect
Target sequence (Q99816 whole entry, looked up): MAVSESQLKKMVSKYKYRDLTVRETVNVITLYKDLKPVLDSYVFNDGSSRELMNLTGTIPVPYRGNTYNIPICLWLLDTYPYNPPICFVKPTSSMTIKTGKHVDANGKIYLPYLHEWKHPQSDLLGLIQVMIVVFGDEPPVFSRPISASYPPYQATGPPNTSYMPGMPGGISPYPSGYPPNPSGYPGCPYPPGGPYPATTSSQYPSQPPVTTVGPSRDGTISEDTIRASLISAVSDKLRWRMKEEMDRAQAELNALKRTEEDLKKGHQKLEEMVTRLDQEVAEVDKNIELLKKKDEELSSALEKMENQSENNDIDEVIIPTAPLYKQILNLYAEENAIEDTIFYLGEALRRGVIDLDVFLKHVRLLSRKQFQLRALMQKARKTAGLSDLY
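Fluorescence anisotropy tracks displacement of a FITC-tagged PTAP peptide (50 nM) from the Tsg101 binding domain (10 uM), following a 20 min room-temperature incubation at pH 7.5.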
S-ASM inh = blocks human secretory acid sphingomyelinase | P17405 | placental ASM, HMU-PC fluorogenic substrate, 60 min | Potency, µM (top dose mostly 57.5 µM), without a hit: top-dose activity change, negative = inhibition, most hits filed as inhibitors | 340,000 tested, 0.006% active | AID 504937; note: potency is the fitted concentration of half-maximal effect
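Human placenta-derived ASM enzyme was preincubated with compound for 10 minutes at room temperature, then given fluorogenic substrate HMU-PC0 (9 uM final) for 60 minutes at 37 °C; a pH 10 stop preceded fluorescence reading at Ex 386/Em 447 nm.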
Mito fusion yeast = mitochondrial division inhibition or fusion activation. Potency, µM (highest dose often 46.1 µM), for inactives: at the highest dose growth rescue (activation), most hits filed as activators. AID 485298. 320,000 tested, 0.23% active. S. cerevisiae fusion-defective mutant growth rescue, CellTiterGlo 48 h;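 note: potency is the fitted concentration of half-maximal effect; % of control where 0% means no effect; nearly all actives have a fitted effect of over 45% in size; temperature-sensitive fusion mutants such as fzo1-1 at 37 °C on non-fermentable ethanol glycerol medium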
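Luminescent cell viability in 1536-well qHTS format served as the measure of rescued growth in ts fusion-mutant S. cerevisiae cultured on non-fermentable YPEG for 48 hours at 37C.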
CXXC DNA block = blocks binding of human MLL CXXC domain to DNA; Q03164; MLL-CXXC / FITC-HOXA9 DNA fluorescence polarization; Potency, µM (series often up to 115 µM), without a hit: at the top dose activity change, negative = inhibition, actives largely listed as inhibitors; 290,000 tested, 0.037% active; AID 2662; active = well fitted inhibition curve with a large enough effect in the polarisation, with a control signal flat, not every such curve was filed as active; inconclusive = small, poorly fitted or top-dose-only effect, or effect the other way, or a change in a side signal; inactive = no such curve, though single readings can be large or run the other way; the % refers to the polarisation; note: potency is the fitted concentration of half-maximal effect
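Purified MLL-CXXC (added from a 7 uM solution) was preincubated 5 min at ambient with pinned compounds in 50 mM Tris-HCl pH 7.5, 50 mM NaCl, 1 mM DTT, 0.05% BSA. Fluorescein-labeled HOX-A9 DNA (50 nM solution) followed, 30 min, then polarization read.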
A-T KAP1 phos = potential ataxia-telangiectasia treatments restoring KAP-1 phosphorylation; 320,000 tested, 0.19% active; AID 485349; Potency, µM (titrated, usually from 57.5 µM), for inactives: at the top dose activation, hits mostly activators; […] A-T fibroblasts, KAP-1 phosphorylation AlphaLISA; neocarzinostatin DNA damage 30 min before lysis; note: potency is the fitted concentration of half-maximal effect; % of control where 0% means no effect; nearly all actives have a fitted effect of over 45% in size
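ATM-like activity read as KAP-1 phosphorylation via AlphaLISA donor/acceptor antibody pairs after lysis and 6 hr at 25C. Cells were ATM-null patient fibroblasts ([…], hTERT), dosed 60 min, then exposed to the DSB inducer NCS for 30 min.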
MBNL1 CUG block = MBNL1-poly(CUG) RNA binding inhibition; Q9NR56; TR-FRET MBNL1-His/biotin-(CUG)12 binding, 665/545 ratio; Potency, µM (highest dose often 57.5 µM), inactives show top-dose activity change, negative = inhibition, most hits filed as inhibitors; 280,000 tested, 0.036% active; active = well fitted inhibition curve with a large enough effect in the signal ratio, with a control signal flat, not every such curve was filed as active; inconclusive = small, poorly fitted or top-dose-only effect, or effect the other way, or a change in a side signal; inactive = no such curve, though single readings can be large or run the other way; the % refers to the signal ratio; note: potency is the fitted concentration of half-maximal effect; % is set by controls: 0 for no effect and ±100 for the full control effect
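MBNL1-His + Biotin-(CUG)12, cpd titration 92 nM–58 uM; Tb anti-His Ab 0.055 ng/ul, SA-XL665 5 nM (final); 60 min RT; ratiometric 665/545 nm, Ex 340 nm; normalized to buffer and full-complex controls.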
TCR act = T cell receptor activation | primary human leukocytes, anti-CD3, IL-2 HTRF, 48 h | Potency, µM (titrated, usually from 9.22 µM), inactives show at the highest dose activation of IL-2 secretion, hits mostly activators | 330,000 tested, under 10 active; note: % of control where 0% means no effect
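Activity was scored as IL-2 release from primary human leukocytes given only a TCR signal (a-CD3 beads) plus compound for 48 hr. Detection used a two-antibody HTRF format read at 665nm.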
Integrin act MD = activates integrin-mediated alleviation for muscular dystrophy; 350,000 tested, 0.064% active; AID 624291; Potency, µM (highest dose often 38.3 µM), without a hit: at the highest dose activation, usual class: activators; alpha7betagal myoblasts, beta-gal FDG fluorescence, 48 h;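 note: potency is the fitted concentration of half-maximal effect; 100% = response of the positive control SU9516; nearly all actives have a fitted effect of over 60% in size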
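alpha7betagal+/- myoblasts (passage 13, 250/well) treated 48 h at 37C with compounds at 1:260 dilution of DMSO stock. Lysed, then beta-galactosidase activity read as FDG fluorescence (ex 480/em 540) after 30 min, with pre-read for autofluorescence.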
Menin MLL FP TR = displaces Texas Red mutant MLL peptide from human menin | 270,000 tested, 0.23% active | AID 1768 | Potency, µM (titrated, usually from 61.6 µM), for inactives: at the top dose FP activity change, negative = inhibition, hits mostly inhibitors | O00255 | Menin + Texas Red MLL mutant peptide, fluorescence polarization; active = well fitted inhibition curve with a large enough effect in the polarisation, with a control signal flat, not every such curve was filed as active; inconclusive = small, poorly fitted or top-dose-only effect, or effect the other way, or a change in a side signal; inactive = no such curve, though single readings can be large or run the other way; the % refers to the polarisation; note: potency is the fitted concentration of half-maximal effect; % of control where 0% means no effect; many of its hits are not listed in these tables
TSHR antag = blocks TSH signaling through the human TSH receptor; P16473; TSHR-expressing cells, TSH-stimulated cAMP HTRF, 2 h; active compounds read low; activity change, negative = inhibition, % at 11.5 µM; 330,000 tested, 0.2% active; AID 504810;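 active = activity change below a set negative limit, meaning inhibition stronger than a set level, cut at about -70% in these data; inconclusive = activity change between two set negative limits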; note: % is set by controls: 0 for no effect and ±100 for the full control effect
Target sequence (P16473 whole entry, looked up): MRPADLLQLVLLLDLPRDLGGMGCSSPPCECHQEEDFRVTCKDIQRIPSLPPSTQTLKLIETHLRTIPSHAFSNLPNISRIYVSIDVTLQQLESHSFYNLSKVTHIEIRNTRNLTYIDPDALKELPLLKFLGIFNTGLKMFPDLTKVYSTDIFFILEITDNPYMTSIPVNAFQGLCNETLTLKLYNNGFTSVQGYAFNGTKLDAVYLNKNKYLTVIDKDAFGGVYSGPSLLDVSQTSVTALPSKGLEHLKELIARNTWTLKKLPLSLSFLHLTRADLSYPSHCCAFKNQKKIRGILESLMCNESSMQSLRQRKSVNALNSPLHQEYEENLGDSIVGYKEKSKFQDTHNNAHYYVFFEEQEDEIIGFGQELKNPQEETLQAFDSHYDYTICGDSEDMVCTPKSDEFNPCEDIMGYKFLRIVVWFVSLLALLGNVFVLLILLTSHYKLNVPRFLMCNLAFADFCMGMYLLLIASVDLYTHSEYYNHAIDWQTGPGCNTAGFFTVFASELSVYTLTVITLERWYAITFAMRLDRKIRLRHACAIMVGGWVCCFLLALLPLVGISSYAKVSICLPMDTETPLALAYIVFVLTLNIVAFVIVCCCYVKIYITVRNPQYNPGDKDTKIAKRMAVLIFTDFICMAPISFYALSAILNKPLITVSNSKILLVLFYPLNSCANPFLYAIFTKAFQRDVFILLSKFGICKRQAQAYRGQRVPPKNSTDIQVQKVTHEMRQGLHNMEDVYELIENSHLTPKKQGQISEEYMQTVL
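Antagonism was scored as loss of TSH-driven cAMP in TSHR cells, stimulated with 4nM TSH (EC80) for 2 hours at 37 deg C and detected by homogeneous HTRF competition immunoassay.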
* = called active by the depositor; [ ] = remark or other dose. Unless noted, calls come from the whole dose curve; as a rule, active = well fitted curve in the direction sought with a large enough effect; inconclusive = small, poorly fitted or top-dose-only effect, or another doubt; inactive = no such curve, though single readings can be large; an effect the other way counts as inactive or inconclusive. Some of the compounds tested; the hit share may differ from the screen's.

Screening Cc1ccc(C(=O)CC(=O)c2ccc(C)cc2O)cc1 returned PTAP TSG101 blk -7%, S-ASM inh 2%, Mito fusion yeast inconclusive, CXXC DNA block 29%, A-T KAP1 phos 10%, MBNL1 CUG block -1%, TCR act -1%, Integrin act MD 7%, Menin MLL FP TR 27% and TSHR antag -3.
Screening C[C@@H]([C@H](O)c1ccccc1)N(C)C(=S)Nc1ccccc1 returned PTAP TSG101 blk -9%, S-ASM inh 2%, Mito fusion yeast 4%, CXXC DNA block -3%, A-T KAP1 phos 4%, MBNL1 CUG block -4%, TCR act 5%, Integrin act MD 17%, Menin MLL FP TR 17% and TSHR antag 1.
Screening Cc1oc2c(O)c(O)ccc2c(=O)c1-c1ccccc1 returned PTAP TSG101 blk -4%, S-ASM inh -5%, Mito fusion yeast 25%, CXXC DNA block 1%, A-T KAP1 phos -43%, MBNL1 CUG block 7%, TCR act -2%, Integrin act MD -4%, Menin MLL FP TR 0% and TSHR antag 5.
Screening CC(C#N)Sc1ncnc2sc3c(c12)CCC3 (stereo not drawn) returned PTAP TSG101 blk -5%, S-ASM inh -9%, Mito fusion yeast 2%, CXXC DNA block -7%, MBNL1 CUG block 11%, TCR act 2%, Integrin act MD -25%, Menin MLL FP TR 6% and TSHR antag -2.
Screening COc1ccc2c(c1)[n+](=O)c(C(C)=O)c(C)n2[O-] returned PTAP TSG101 blk -7%, S-ASM inh 35%[activator], Mito fusion yeast 0%, CXXC DNA block 1%, MBNL1 CUG block inconclusive, TCR act -3%, Integrin act MD -10%, Menin MLL FP TR -5% and TSHR antag 8.
For COc1ccc(-c2c[n+]3c4n2CCCCC4=C(c2ccc(Br)cc2)C3)cc1 the results were PTAP TSG101 blk -6%, S-ASM inh 202%[activator], Mito fusion yeast -4%, CXXC DNA block inconclusive, A-T KAP1 phos -7%, MBNL1 CUG block 17%, TCR act -1%, Integrin act MD -62%[inhibitor], Menin MLL FP TR 4% and TSHR antag -5.
For Cc1cccc(NC(=O)c2cc[n+]([O-])cc2)c1C the results were PTAP TSG101 blk 0%, S-ASM inh -2%, Mito fusion yeast 1%, CXXC DNA block -1%, A-T KAP1 phos 0%, MBNL1 CUG block -3%, TCR act -2%, Integrin act MD 1%, Menin MLL FP TR 9% and TSHR antag -4.
Screening CC(=O)NCCn1ccc2ccccc21 returned PTAP TSG101 blk -3%, S-ASM inh 3%, Mito fusion yeast 2%, CXXC DNA block 1%, A-T KAP1 phos 1%, MBNL1 CUG block 2%, TCR act -27%, Integrin act MD 18%, Menin MLL FP TR -14% and TSHR antag -4.
Screening Cc1ccc(Cn2ncc3c(NCCCN(C)C)ncnc32)cc1 returned PTAP TSG101 blk -2%, S-ASM inh 5%, Mito fusion yeast -2%, CXXC DNA block -12%, A-T KAP1 phos -2%, MBNL1 CUG block -5%, TCR act 7%, Integrin act MD -7%, Menin MLL FP TR 0% and TSHR antag 5.
`CCCC(=O)Nc1c(-c2cccc(OC)c2)c(=O)c2ccccc2n1C` gave PTAP TSG101 blk 0%, S-ASM inh -1%, Mito fusion yeast -1%, CXXC DNA block 54%[activator], A-T KAP1 phos -2%, MBNL1 CUG block -9%, TCR act -10%, Integrin act MD -24%, Menin MLL FP TR -2% and TSHR antag 15.
`C[C@@H]1CN(C(=O)c2nc3ccc(Cl)cn3c2CNCC[C@@H]2C[C@@H]3C=C[C@H]2C3)C[C@H](C)O1` gave PTAP TSG101 blk -3%, S-ASM inh 1%, Mito fusion yeast -1%, CXXC DNA block -8%, A-T KAP1 phos 5%, MBNL1 CUG block 21%, TCR act 3%, Integrin act MD -29% and TSHR antag -12.
For OC(c1ccc(Cl)cc1)c1nccc2ccccc12 (stereo not drawn) the results were PTAP TSG101 blk -8%, S-ASM inh 9%, Mito fusion yeast -11%, CXXC DNA block 5%, A-T KAP1 phos 8%, MBNL1 CUG block 14%, Integrin act MD -31%, Menin MLL FP TR -20% and TSHR antag -16.
Screening COc1ccc2ccccc2c1/C=N/NC(=O)c1cccc(C)c1 returned PTAP TSG101 blk -5%, S-ASM inh 18%, TCR act 7% and Integrin act MD 0%.
`CCOC(=O)N1CCN(C(=O)c2cccc(OC)c2OC)CC1` gave PTAP TSG101 blk -2%, S-ASM inh -9%, Mito fusion yeast 1%, CXXC DNA block -9%, A-T KAP1 phos 8%, MBNL1 CUG block 1%, TCR act -2%, Integrin act MD 7%, Menin MLL FP TR 0% and TSHR antag 4.
For O=C(CSC1=NCCS1)Nc1ccccc1F the results were PTAP TSG101 blk -3%, S-ASM inh -1%, Mito fusion yeast -2%, CXXC DNA block -1%, A-T KAP1 phos 14%, MBNL1 CUG block -7%, TCR act -3%, Integrin act MD -6%, Menin MLL FP TR -1% and TSHR antag -7.
`CCOc1ccc(N/C=C/C(=O)c2ccccc2)c([N+](=O)[O-])c1` gave PTAP TSG101 blk -2%, S-ASM inh -4%, Mito fusion yeast -6%, CXXC DNA block 4%, A-T KAP1 phos -4%, MBNL1 CUG block 55%[activator], TCR act -11%[46.1 µM], Integrin act MD 5%, Menin MLL FP TR -20% and TSHR antag 16.
For CSCCC(=O)N1CCCC(N2CCN(c3cccc(C(F)(F)F)c3)CC2)C1 (stereo not drawn) the results were PTAP TSG101 blk -1%, S-ASM inh -2%, Mito fusion yeast 5%, CXXC DNA block -8%, A-T KAP1 phos -2%, MBNL1 CUG block -6%, TCR act -1%, Integrin act MD 14%, Menin MLL FP TR inconclusive and TSHR antag 0.
For CC1CCC2(CC1)NC(=O)N(CC(=O)Nc1cccc(C#N)c1)C2=O (stereo not drawn) the results were PTAP TSG101 blk -10%, S-ASM inh 1%, Mito fusion yeast 0%, A-T KAP1 phos -12%, TCR act 2%, Integrin act MD 20% and TSHR antag 15.
`Cc1nn(-c2ccccc2)c(C)c1NC(=O)COC(=O)c1ccc(O)cc1O` gave PTAP TSG101 blk -5%, S-ASM inh 0%, Mito fusion yeast 0%, CXXC DNA block 22%, A-T KAP1 phos 3%, MBNL1 CUG block -2%, TCR act 2%, Integrin act MD 3% and TSHR antag -9.
c1ccc(-c2ccccc2OCCCN2CCOCC2)cc1 was read as PTAP TSG101 blk 0%, S-ASM inh 1%, Mito fusion yeast 20µM*, CXXC DNA block -2%, A-T KAP1 phos 6%, MBNL1 CUG block 2%, TCR act 5%, Integrin act MD 8%, Menin MLL FP TR 7% and TSHR antag 22.
CC(=O)Nc1ccc(-c2nn[nH]n2)cc1 was read as PTAP TSG101 blk -3%, S-ASM inh 2%, Mito fusion yeast -2%, CXXC DNA block 1%, A-T KAP1 phos -7%, MBNL1 CUG block -6%, TCR act 1%, Integrin act MD -33% and TSHR antag 6.
CCOC(=O)c1ccc(NC2OC(=O)c3ccccc32)cc1 (stereo not drawn) was read as PTAP TSG101 blk -10%, S-ASM inh 1%, Mito fusion yeast 0%, CXXC DNA block 6%, A-T KAP1 phos 14%, MBNL1 CUG block -6%, TCR act 13%, Integrin act MD -8%, Menin MLL FP TR -1% and TSHR antag -5.
Screening COc1ccc(/C=C2/SC(=S)N(n3c(C)ccc3C)C2=O)cc1 returned PTAP TSG101 blk -6%, S-ASM inh -13%, Mito fusion yeast 6%, CXXC DNA block -11%, A-T KAP1 phos -15%, MBNL1 CUG block -7%, TCR act 8%, Integrin act MD -35%, Menin MLL FP TR 9% and TSHR antag -12.
Screening CC(=O)/C(N=Nc1c(C)n(C)n(-c2ccccc2)c1=O)=C(\C)O returned PTAP TSG101 blk 2%, S-ASM inh -3%, Mito fusion yeast -2%, CXXC DNA block 5%, A-T KAP1 phos -1%, MBNL1 CUG block inconclusive, Integrin act MD -23%, Menin MLL FP TR -14% and TSHR antag -3.
`Cc1nc(NCc2ccco2)c2cn[nH]c2n1` gave PTAP TSG101 blk -3%, S-ASM inh 2%, TCR act 4% and Integrin act MD -2%.
`CCc1nnc(NC(=O)CCC(=O)N2CCN(c3cccc(Cl)c3)CC2)s1` gave PTAP TSG101 blk -6%, S-ASM inh 2%, Mito fusion yeast -4%, CXXC DNA block 5%, A-T KAP1 phos 4%, MBNL1 CUG block -4%, TCR act 1%, Integrin act MD 14%, Menin MLL FP TR -12% and TSHR antag 9.
Cc1cc(NC(=O)NC2CC(=O)N(c3ccc4c(c3)OCCO4)C2)no1 (stereo not drawn) was read as PTAP TSG101 blk -3%, S-ASM inh -2%, Mito fusion yeast -7%, CXXC DNA block -1%, A-T KAP1 phos 1%, MBNL1 CUG block -7%, TCR act -3%, Integrin act MD 1%, Menin MLL FP TR -7% and TSHR antag 1.
